UPR CHOP act – activators of apoptotic arm of unfolded protein response (CHOP); CHO-CHOP luciferase reporter, UPR activation, luminescence; percent of tunicamycin response over DMSO baseline; activation, % at 10 µM; hit rate 0.34% among 330,000;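 active = at 10 µM dose, activation of 40% or more, normalized to positive control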;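 note: 100% = tunicamycin at 10 µg/mL and 0% = DMSO alone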
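Test system: CHO-CHOP cells, stable luciferase reporter of PERK-eIF2a-CHOP signalling | Quantity: 500 CHO-CHOP cells per well | Buffer or medium: F12 plus 10% serum | Compound dosing: 10 µM single point, 0.5% DMSO | Schedule: 6 h compound treatment, 37 °C | Signal: Luciferase luminescence | Control set: Tunicamycin high control, DMSO low control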
APJ antagonist – antagonists of human APJ apelin receptor; P35414; CHO-K1 APJ beta-arrestin complementation, luminescence; inhibition, % at 20 µM; hit rate 0.32% among 330,000; AID 2521;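 active = inhibition above about 40% at 20 µM, limit read from the data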;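 note: cells challenged with 10 nM apelin-13 agonist together with compound; plate controls were apelin-13 plus DMSO wells for no effect and DMSO wells lacking apelin-13 for full effect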
Target sequence (P35414 whole entry, looked up): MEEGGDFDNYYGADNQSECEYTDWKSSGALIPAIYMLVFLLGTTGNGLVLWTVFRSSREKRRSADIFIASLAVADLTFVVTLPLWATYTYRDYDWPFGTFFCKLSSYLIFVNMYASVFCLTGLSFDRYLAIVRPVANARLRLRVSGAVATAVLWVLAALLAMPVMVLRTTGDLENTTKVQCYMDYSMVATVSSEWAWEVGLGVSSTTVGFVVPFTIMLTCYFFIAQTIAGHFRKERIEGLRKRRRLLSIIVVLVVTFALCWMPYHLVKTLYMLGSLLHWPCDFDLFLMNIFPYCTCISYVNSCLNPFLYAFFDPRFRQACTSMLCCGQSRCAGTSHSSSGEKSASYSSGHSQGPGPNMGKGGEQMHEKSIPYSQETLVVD
EBI2 antag – antagonists of human EBI2 receptor; P32249; EBI2 beta-arrestin recruitment, luminescence, 7a,25-OHC stimulated; inhibition, % at 5 µM; hit rate 0.81% among 360,000; AID 651636; in the data active = inhibition above about 38%;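 note: enzyme fragment complementation signal reports receptor beta-arrestin coupling in cells; 0% = agonist plus DMSO wells and 100% = wells without agonist; some results beyond the cut were filed as inactive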
Target sequence (P32249 whole entry, looked up, the tested form may be a part): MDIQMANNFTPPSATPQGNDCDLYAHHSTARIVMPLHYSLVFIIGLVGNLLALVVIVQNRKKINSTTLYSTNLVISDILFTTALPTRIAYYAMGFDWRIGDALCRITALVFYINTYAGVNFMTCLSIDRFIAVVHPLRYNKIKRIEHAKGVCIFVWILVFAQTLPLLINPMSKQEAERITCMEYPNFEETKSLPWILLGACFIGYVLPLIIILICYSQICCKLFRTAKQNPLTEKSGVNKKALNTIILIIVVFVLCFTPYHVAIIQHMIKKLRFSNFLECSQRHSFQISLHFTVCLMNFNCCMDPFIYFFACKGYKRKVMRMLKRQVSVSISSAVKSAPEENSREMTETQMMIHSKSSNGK
CCR6 antagonist – CCR6 (human) receptor antagonism | P51684 | CHO-K1 CCR6 PathHunter beta-arrestin, luminescence, CCL20-stimulated | inhibition, % at 20 µM | hit rate 0.49% among 340,000;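 active = compounds whose inhibition of the agonist-driven luminescence signal at 20 µM reaches about 50%, limit read from the data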;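 note: cells stimulated with CCL20 at 14 nM final; plate controls were DMSO with CCL20 for no effect and DMSO without agonist for full effect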
XBP1 UPR activ – activators of adaptive arm of unfolded protein response (XBP1); CHO-XBP1 luciferase reporter, IRE1-XBP1 UPR activation, luminescence; percent of tunicamycin response, DMSO as zero; activation, % at 20 µM; hit rate 0.33% among 330,000; AID 463104;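 active = versus positive control, 20 µM dose yields 30% or more activation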;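 note: 100% = tunicamycin at 10 µg/mL and 0% = DMSO only wells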
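Material: IRE1-XBP1 luciferase reporter CHO line / Quantity: one thousand reporter cells per well / Buffer or medium: F12 with 10% serum / Compound: 20 µM single concentration, DMSO 1% / Times: 6 h treatment, 37 °C / Detection: Steady-Glo luciferase glow luminescence, 10 min after reagent addition / Benchmarks: tunicamycin high, DMSO low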
APJ ag – agonists of human APJ apelin receptor; P35414; CHO-K1 APJ PathHunter beta-arrestin, luminescence; 0% DMSO wells, 100% apelin; activation, % at 20 µM; hit rate 0.11% among 330,000; AID 2520;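 active = activation more than six SD over the plate average, tested at 20 µM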;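 note: 0% = DMSO alone and 100% = apelin-13 at 10 nM; some results filed as inactive read as strong as hits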
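Assay system: CHO-K1 APJ beta-arrestin complementation cell line / Compound: single test compound dose, 20 µM final, 1% DMSO / Times: overnight seeding, 90 min compound at 25 °C, 1 h detection / Technique: beta-gal luminescence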
tim23-1 inh – growth inhibitors of tim23-1 mutant yeast. S. cerevisiae tim23-1 growth, BacTiter-Glo luminescence, 24 h. inhibition, % at 20 µM. hit rate 1.3% among 330,000. AID 463212;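 active = growth inhibition of the mutant yeast at or above 50%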;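 note: temperature-sensitive mutant grown at 25 °C; plate controls were DMSO-treated mutant yeast for no effect and medium wells lacking yeast for full effect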
Mdm2-MdmX inh – disrupts the human Mdm2-MdmX interaction | inhibition, % at 8 µM | hit rate 3% among 330,000 | SaOS-2 split-luciferase Mdm2/MdmX complementation, luminescence | AID 485346;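 active = inhibition of at least 50% at 8 µM in the primary screen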
CXCR6 block – inhibitors of human CXCR6 receptor | O00574 | CHO-K1 PathHunter CXCR6 beta-arrestin, luminescence | inhibition, % at 20 µM | hit rate 0.36% among 360,000 | AID 602244; in the data active = inhibition above about 34%, passing the limit was not always enough;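 note: antagonist mode with CXCL16 agonist at 10 nM final; 0% = 10 nM CXCL16 with DMSO and 100% = unstimulated wells without agonist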
Target sequence (O00574 whole entry, looked up): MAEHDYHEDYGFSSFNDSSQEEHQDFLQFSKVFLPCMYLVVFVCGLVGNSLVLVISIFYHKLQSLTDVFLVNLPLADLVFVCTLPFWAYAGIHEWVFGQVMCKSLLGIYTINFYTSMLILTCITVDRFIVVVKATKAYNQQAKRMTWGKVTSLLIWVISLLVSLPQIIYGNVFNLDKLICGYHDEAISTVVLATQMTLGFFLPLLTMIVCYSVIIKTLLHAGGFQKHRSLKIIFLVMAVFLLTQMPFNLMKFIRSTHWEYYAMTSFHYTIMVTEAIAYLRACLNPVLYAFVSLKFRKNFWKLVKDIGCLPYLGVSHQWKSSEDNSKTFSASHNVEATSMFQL
An asterisk follows results filed as active; x = no result given. The list is partial, so the mix of outcomes need not match the whole.

SMILES	UPR CHOP act	APJ antagonist	EBI2 antag	CCR6 antagonist	XBP1 UPR activ	APJ ag	tim23-1 inh	Mdm2-MdmX inh	CXCR6 block
CSc1nc2ccc(S(=O)(=O)N3CCOCC3)cc2s1	3.9	16	-12	5	1	2	4	24	1
CCOC(=O)c1c(-c2ccccc2)oc2cc(CN(C)C)c(O)c(CN(C)C)c12	-2.8	8	-9	11	2	-3	29	54*	-2
C=CC(=O)N(CCC)C(c1ccccc1)c1ccccc1OC (stereo unspecified)	0.2	6	14	10	-2	-7	30	21	9
CN(CCc1ccccn1)C(=O)CC1C(=O)NCCN1Cc1cccc(F)c1 (stereo unspecified)	-0.4	4	-10	2	-3	-5	12	8	8
C/C(CC(=O)Nc1ccc2c(c1)OCCO2)=N\NC(=O)COc1ccc(C)cc1Br	-1.0	-5	3	8	0	-2	11	2	4
Cc1ccc2c(c1)C1CN(C)CCC1N2S(=O)(=O)c1cccc(F)c1 (stereo unspecified)	-1.9	10	-3	4	0	-3	3	13	4
COC(=O)c1ccccc1NC(=S)N(Cc1ccc2c(c1)OCO2)Cc1cc2cc(OC)ccc2[nH]c1=O	-2.7	-1	10	-5	-5	-3	30	15	1
COc1ccc(-c2ccccc2)cc1NC(=O)c1cccs1	0.2	26	8	4	-4	-1	35	20	2
COCCNc1ccnc2c(Cl)cccc12	-1.4	10	-14	-9	2	2	1	-8	3
Cc1ccc(C(C)C)c(OCCCN2C(=O)NC(C)(C)C2=O)c1	-3.0	3	0	28	0	-4	18	13	10
c1ccc(-c2nnc(-c3ccco3)o2)cc1	2.4	2	-1	11	3	2	0	-38	3
Cc1cc(Cl)ccc1C(=O)C1CCCN(C(=O)c2ccoc2)C1 (stereo unspecified)	1.6	3	-2	-2	-3	-1	6	16	-3
Cc1cc(C(=O)Nc2ccccc2N2CCOCC2)ccc1[N+](=O)[O-]	1.8	4	-4	13	-1	-4	8	-7	0
O=C(CCc1nnc(Cc2cccc(C(F)(F)F)c2)o1)NC1CC1	2.0	14	-15	0	0	-2	0	10	1
COc1ccc(-c2cc(=O)[nH]c3ccccc23)cc1	-1.2	6	-13	1	2	-4	26	58*	1
O=C(Nc1cc(S(=O)(=O)N2CCOCC2)ccc1N1CCOCC1)c1cn2ccccc2n1	-0.2	7	3	-5	0	-1	15	-17	0
CCC(C(=O)NCc1ccc(F)cc1)N(Cc1cccs1)C(=O)c1snc(C(N)=O)c1N (stereo unspecified)	0.2	2	9	18	0	-1	13	-12	12
COc1ccc(C(=O)Nc2nnc(C3=COCCO3)o2)cc1	0.3	13	-8	14	-2	2	16	8	7
CCN(CC)S(=O)(=O)c1ccc(N(C)C)c(NC(=O)C2CCCC2)c1	-0.6	-7	-5	2	0	-1	15	11	5
COc1cc(NC(=O)Cn2nnc(-c3ccncc3)n2)cc(OC)c1	-0.4	-1	-9	1	-4	4	24	22	-8
Cc1ccc(C2=NN(C(=O)CCC(=O)O)C(c3ccc4c(c3)OCO4)C2)cc1 (stereo unspecified)	0.7	6	-14	10	-3	-1	14	-10	3
O=C(/C=C/c1ccc2c(c1)OCO2)Nc1nncs1	4.3	8	-10	10	-1	-4	14	-24	-7
NC(=S)N=Nc1c(O)[nH]c2cc(F)c(F)cc12	0.2	18	-3	14	-2	-2	3	18	9
CS(=O)(=O)c1ccc(C(=O)Nc2ccc(-c3nc4ccccc4[nH]3)cc2)cc1	3.8	1	-2	3	0	-1	-14	14	-4
O/N=C1/CCCSc2ccccc21	0.2	2	-14	8	1	-1	-9	8	5
The listing continues:
SMILES	UPR CHOP act	APJ antagonist	EBI2 antag	CCR6 antagonist	XBP1 UPR activ	APJ ag	tim23-1 inh	Mdm2-MdmX inh	CXCR6 block
O=C1CCCN2N=C(SCC(=O)Nc3ccc(OC(F)(F)F)cc3)SC2=N1	-0.9	-9	-8	16	1	-2	11	14	-6
O=C(Nc1ccccc1C(F)(F)F)c1cc(S(=O)(=O)N2CCC3(CC2)OCCO3)ccc1F	0.5	22	4	12	-1	-3	27	16	4
COc1ccc(C2(CNC(=O)c3ccccc3)CCCC2)cc1OC	0.8	-3	-11	15	-6	-4	28	-4	-1
CCOc1ccccc1NC(=O)Nc1ccc(CC#N)cc1	3.3	-14	-2	1	-1	0	40	21	3
CCCn1c(N)c(N2CCCCC2)c(=O)n(CC(=O)Nc2ccc(C(C)=O)cc2)c1=O	0.4	-4	-2	2	0	-2	-8	5	2
CCOC(=O)c1[nH]c2ccc(OC)cc2c1NC(=S)N1CCN(c2cccc(C)c2C)CC1	-1.8	-2	6	21	-5	-3	40	46	8
Cc1cccc(C)c1NC(=O)CSc1nnc(C)c(=O)[nH]1	0.9	5	-6	1	-4	-4	12	2	10
CN(C)S(=O)(=O)c1ccc(N2CCCC2)c(C(=O)Nc2ccccc2OC(F)F)c1	0.6	-5	1	6	0	-1	-1	19	2
COc1cc(C(=O)Oc2ccccc2/C=N/NC(=O)c2ccc(Cl)cc2)cc(OC)c1OC	2.2	1	17	-24	8	-1	10	46	4
CCCn1c(=O)c(C(=O)Nc2ncccc2C)c(O)c2ccccc21	-1.0	-7	-5	-4	-2	-3	7	24	-12
CCOC(=O)N1CCN(C2CC(=O)N(c3ccc(Cl)c(Cl)c3)C2=O)CC1 (stereo unspecified)	-1.8	-16	-11	-4	-2	-6	15	38	4
O=C(Cn1cnc2c(nnn2-c2ccc(F)cc2)c1=O)N1CCCc2ccccc21	-3.2	17	3	1	0	-6	25	20	4
N=C(N)SCc1cccc2ccccc12	-2.4	-5	4	-11	-1	5	-3	5	-1
CCOC(=O)CCS(=O)(=O)c1ccc(-c2ccc(S(=O)(=O)CCC(=O)OCC)cc2)cc1	-1.5	-1	-5	9	-4	-4	12	-21	4
c1ccc(CNc2ncnc3c2ncn3C2CCCCO2)cc1 (stereo unspecified)	2.9	-11	-7	-7	3	1	7	-29	-7
CCCC(=O)N1c2ccccc2C(N(C(C)=O)c2ccccc2)CC1C (stereo unspecified)	1.9	1	-8	-3	-2	-4	19	2	6
CC(=O)c1cccc(NC(=O)C2=CC(c3ccco3)=NS(=O)(=O)N2C)c1	-1.0	-5	0	14	0	-1	-1	9	5
CC(=O)/C(=C/Nc1ccc(Oc2ccccc2)cc1)c1ccccc1	0.0	9	16	16	-2	3	0	12	0
CCOc1ccc(CCNC(=O)C2CCN(c3nn4c(=O)cc(C)nc4s3)CC2)cc1	0.3	-12	-7	-7	-9	-1	3	-8	0
CS(=O)(=O)c1ccc(N2CCN(S(=O)(=O)c3cccs3)CC2)c([N+](=O)[O-])c1	-0.4	8	-1	6	-2	-2	8	17	-2
CC1CCN(C(=O)C2CCC(CNS(=O)(=O)c3cccc4cccnc34)CC2)CC1 (stereo unspecified)	3.2	-10	-5	x	-2	-4	5	23	-3
Cc1cccc(NC(=O)CN2C(=O)CSC2=O)c1	2.2	12	-2	3	-2	-2	0	-9	-2
O=CN1Cc2ccccc2-c2ccccc2C1	-1.1	11	-11	11	0	-1	11	17	-2
CC(C)(C)NC(=O)NC(=O)CN1CCCCCCC1	0.1	13	-1	-2	4	-2	18	-9	5
COc1ccc(S(=O)(=O)N/N=C\c2ccc3c(c2)OCO3)cc1	-0.9	-3	-8	-15	0	-6	25	-14	-2

Two entries from above, field by field:
CCC(C(=O)NCc1ccc(F)cc1)N(Cc1cccs1)C(=O)c1snc(C(N)=O)c1N (stereo unspecified)
  UPR CHOP act: 0.2	APJ antagonist: 2	EBI2 antag: 9	CCR6 antagonist: 18	XBP1 UPR activ: 0	APJ ag: -1	tim23-1 inh: 13	Mdm2-MdmX inh: -12	CXCR6 block: 12
COc1ccc(C(=O)Nc2nnc(C3=COCCO3)o2)cc1
  UPR CHOP act: 0.3	APJ antagonist: 13	EBI2 antag: -8	CCR6 antagonist: 14	XBP1 UPR activ: -2	APJ ag: 2	tim23-1 inh: 16	Mdm2-MdmX inh: 8	CXCR6 block: 7

(listing goes on)
SMILES	UPR CHOP act	APJ antagonist	EBI2 antag	CCR6 antagonist	XBP1 UPR activ	APJ ag	tim23-1 inh	Mdm2-MdmX inh	CXCR6 block
Cc1ccc(-n2nnnc2Sc2nc([N+](=O)[O-])nn2C)c(C)c1	-1.7	-49	2	-31	-4	2	15	-13	-13
CCC(C)c1ccc(NC(=O)c2cccs2)cc1 (stereo unspecified)	0.7	-8	-1	0	-1	8	72*	-277	-2
CC(=O)Nc1ccccc1Oc1ccccc1	-0.5	-7	1	-13	-4	-4	5	-22	-2
COCP(=O)(c1ccccc1)c1ccccc1	-3.0	0	-6	10	-3	-3	-9	22	-2
COc1ccc(CN2CCN(CCCc3ccccc3)C(CCO)C2)cc1OC (stereo unspecified)	-1.3	19	-3	17	-6	-4	-3	6	2
CC(=O)c1ccc(N2CCN(S(=O)(=O)c3ccc4c5c3CC(=O)N5CC(C)S4)CC2)cc1 (stereo unspecified)	0.9	-10	-16	-17	-5	28	-13	32	-9
COc1ccc(-n2nc3c(c2NC(C)=O)CS(=O)(=O)C3)cc1	0.9	-16	11	4	-1	0	5	-34	3
O=C(c1ccccc1F)N(Cc1cccs1)C1CCS(=O)(=O)C1 (stereo unspecified)	-0.8	-7	4	-2	-1	-1	-11	16	-1
O=C(CSc1nnc2ccccn12)N1CCc2ccccc2C1	3.2	10	-3	-11	2	-5	8	-2	5
O=C(C(=O)N1CCOCC1)c1cn(CC(=O)N2CCCCC2)c2ccccc12	0.0	-35	2	12	-3	-2	-7	11	6
O=c1c2cc(F)ccc2[nH]c(=S)n1Cc1ccc(F)cc1	1.6	9	-3	10	-1	-1	2	13	5
CSc1ccc(CN2CCN(Cc3ccccc3)C(CCO)C2)cc1 (stereo unspecified)	-2.6	6	-2	-9	0	-2	7	10	1
O=C(NC1CCN(Cc2ccccc2)CC1)c1cn(-c2ccccc2)nc1-c1cccnc1	0.5	9	-5	16	0	2	2	14	10
O=C(N/N=C/c1ccco1)c1cccc(N2CCCC2=O)c1	3.1	2	-5	-5	2	-4	-7	12	4
COC(=O)C1=C(C)N(Cc2ccccc2)C(=NCc2cccc(Cl)c2)N[C@H]1c1ccccc1	1.5	16	-4	6	17	-6	15	89*	0
COc1ccc(S(=O)(=O)N2CCN(Cc3cccc(F)c3)CC2)cc1	-1.5	-6	1	11	-1	0	33	20	1
CCCCN(C(=O)CSCc1c(C)noc1C)c1c(N)n(CCC)c(=O)[nH]c1=O	1.7	22	0	1	-4	-4	6	14	-2
CCCCC(=O)OCCNC(=O)c1cc2ccccc2oc1=O	-2.1	-5	0	0	0	-4	1	14	-1
CC(Sc1nc2cc([N+](=O)[O-])ccc2n1-c1cccc(C(F)(F)F)c1)C(=O)NC(N)=O (stereo unspecified)	2.2	2	17	6	6	-1	-14	45	7
CN(C)S(=O)(=O)c1cc(NC(=O)COC(=O)Cc2ccc(Cl)cc2Cl)ccc1Cl	0.4	-3	7	10	1	-1	10	10	9

Compound activity as filed in PubChem BioAssay.
